SIRT5 block – sirtuin-5 (human) deacylase inhibition. inhibition, % at 15 µM. hit rate 1.1% among 330,000. Purified SirT5, succinyl-peptide AMC, trypsin-coupled fluorescence. Q9NXA8; in the data active means inhibition above about 15%
Target sequence (Q9NXA8 whole entry, looked up): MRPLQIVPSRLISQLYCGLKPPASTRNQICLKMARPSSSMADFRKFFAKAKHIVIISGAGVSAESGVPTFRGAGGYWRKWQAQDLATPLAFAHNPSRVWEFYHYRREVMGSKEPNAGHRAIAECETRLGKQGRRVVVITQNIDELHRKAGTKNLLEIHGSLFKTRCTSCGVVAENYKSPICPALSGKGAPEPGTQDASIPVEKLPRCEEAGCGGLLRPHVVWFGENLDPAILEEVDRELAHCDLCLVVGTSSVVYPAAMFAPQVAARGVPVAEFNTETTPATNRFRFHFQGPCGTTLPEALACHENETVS
Cneo AK release – Cryptococcus neoformans lysis via adenylate kinase release; C. neoformans lysis, adenylate kinase release luminescence, 4 h; normalised: neutral wells 0, clomiphene wells 100; lysis activity, % at 15 µM; hit rate 0.2% among 360,000; AID 651654;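 active means mean lysis activity across replicates of at least 80%, whatever share of replicates individually reach that level; inactive means mean lysis activity below 80%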
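Material – log-phase Cryptococcus neoformans yeast cells · Input – 5 × 10^6 yeast cells/mL · Medium – fresh YPD growth medium · Doses – single compound concentration per well · Timing – static 4 h at 37 °C with compound, 1 h detection · Detection – adenylate kinase release luminescence · Read-out – signal increase indicating cell lysis · Control set – Clomiphene as positive lysis control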
esBAF inh – SWI/SNF esBAF complex inhibition; mouse ES cells, Bmi1-luciferase knock-in reporter, 24 h; 100% = twice the neutral-well signal; reporter increase, % at 12.5 µM; hit rate 2% among 350,000; in the data active means activation above about 40%;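 further: 0% = median of the plate's neutral control wells and 100% = double that signal; a rise in the Bmi1 reporter signal indicates esBAF inhibition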
Statin myotox sup – suppression of simvastatin myotoxicity; C2C12 myotubes + simvastatin, ATP luminescence, 48 h; scaled: DMSO 0, geranylgeraniol control 100; rescue of ATP level, % at 7.49 µM; hit rate 0.78% among 330,000; AID 602340;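 active means mean ATP rescue above about 67%, or every replicate alone reaching that limit, limit read from the data, passing the limit was not always enough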;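 further: myotubes were challenged with 10 µM simvastatin during compound exposure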
ARNT-TACC3 inh – disrupts binding between human ARNT and TACC3; Q9Y6A5; hit rate 0.66% among 390,000; AID 623870; AlphaScreen His-ARNT PAS-B/GST-TACC3 binding, luminescence; TACC3 fragment carries E629A point mutation; inhibition, % at 9.99 µM;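 active means mean inhibition of replicates at least 50% and at least half of replicates each reaching 50%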;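 further: 0% = complete ARNT plus TACC3 wells and 100% = ARNT alone without TACC3; many hits fall short of the cut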
ERp5 block – ERp5 (human) disulfide isomerase inhibition | inhibition, % at 9.99 µM | Q15084 | hit rate 0.05% among 350,000 | AID 651711 | ERp5 insulin aggregation, absorbance 650 nm, 90 min;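 active means mean replicate inhibition above about 25%, with every replicate also reaching it, limit read from the data, passing the limit was not always enough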
Target sequence (Q15084 whole entry, looked up): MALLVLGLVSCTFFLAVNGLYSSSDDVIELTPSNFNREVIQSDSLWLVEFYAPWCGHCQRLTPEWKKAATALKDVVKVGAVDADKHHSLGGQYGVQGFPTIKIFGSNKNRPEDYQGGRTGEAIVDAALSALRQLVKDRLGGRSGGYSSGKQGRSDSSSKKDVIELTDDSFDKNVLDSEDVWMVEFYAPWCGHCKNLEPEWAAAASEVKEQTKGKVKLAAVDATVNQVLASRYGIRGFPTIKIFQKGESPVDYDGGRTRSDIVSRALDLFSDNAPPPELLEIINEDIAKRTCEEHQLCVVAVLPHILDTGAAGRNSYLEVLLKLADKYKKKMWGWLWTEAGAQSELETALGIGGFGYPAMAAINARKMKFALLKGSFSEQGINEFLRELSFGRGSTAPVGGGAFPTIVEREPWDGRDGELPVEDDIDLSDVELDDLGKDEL
miR-122 sensor – miR-122 inhibition in Huh7 cells; Huh7 miR-122 Renilla luciferase sensor, 48 h; neutral wells = 0, positive control = 100; activation (reporter increase), % at 12.5 µM; hit rate 0.3% among 340,000; AID 602342;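 active means mean replicate activation score at least 90 and every replicate individually at or above 90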;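 further: higher luciferase means less miR-122 activity so hits act as miR-122 inhibitors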
Active calls of the source: *; nt = no result given; & = joins results of further samples; [ ] = another dose, or the depositor's remark.

item	compound	SIRT5 block	Cneo AK release	esBAF inh	Statin myotox sup	ARNT-TACC3 inh	ERp5 block	miR-122 sensor
1	O=C(O)c1ccc(Nc2nc(-c3cc4ccccc4oc3=O)cs2)cc1O	6	nt	nt	nt	nt	4	-7
2	O=C(COC(=O)c1ccccn1)NCc1ccccc1Cl	-11	nt	nt	nt	26	4	nt
3	O=C(COC(=O)c1ccccc1Cl)NCc1ccco1	-1	-2	-9	3	6	5	nt
4	CCn1nc(C)cc1C(=O)N1CCCC(C(=O)c2ccccc2SC)C1 (stereo not drawn)	0	0	-3	6	-4	-7	2
5	C[C@H]1CN([C@@H](C)CO)C(=O)c2cccc(NC(=O)c3nc4ccccc4s3)c2O[C@@H]1CN(C)Cc1ccc(Oc2ccccc2)cc1	4	2	2	10	nt	3	11[16.7 µM]
6	COc1cccc(CNC(=O)c2ccc3c(c2)N(C)CCS3)c1OC	5	0	6	-6	-13	-2	3
7	CN(C)S(=O)(=O)c1ccc(C(=O)N2CCCC2c2nc3ccccc3s2)cc1 (stereo not drawn)	nt	-7	-3	0	0	nt	nt
8	COc1ccc(NS(=O)(=O)c2cc(NC(=O)c3ccncc3)ccc2N2CCOCC2)cc1	nt	0	-6	0	4	nt	-7
9	COc1ccccc1NC(=O)N1C[C@H](O)COC[C@H]2O[C@@H](CC(=O)NCCc3ccncc3)CC[C@@H]21	2	0	-2	-8	-4	3	-3[16.7 µM]
10	CCOc1ccc(C(=O)NCC(=O)N2CCC(C)CC2)cc1OCC	-5	0	2	13	-6	-6	5
11	S=c1[nH]nc(COc2ccccc2)n1/N=C/c1ccccc1Br	-3	4	5	13	4	-4	nt
12	C=CCn1c(C(C)NC(=O)c2ccc(C)cc2)n[nH]c1=S (stereo not drawn)	-2	-1	nt	nt	-2	-1	-4
13	C[C@@H]1CCCCO[C@H](CN(C)CC2CCCCC2)[C@H](C)CN([C@@H](C)CO)C(=O)c2cc(NS(=O)(=O)c3cn(C)cn3)ccc2O1	-2	0	3	16	-2	3	-8[16.7 µM]
14	Cc1ccc(-c2csc3nc4ccc(C(=O)NCCO)cc4c(=O)n23)cc1	nt	4	3	11	-1	nt	-2
15	O=C(CN1CCN(c2ncc(C(F)(F)F)cc2Cl)CC1)NCCNc1ncc(C(F)(F)F)cc1Cl	nt	1	-8	nt	-2	nt	0
16	CNC(=O)c1ccsc1NC(=O)c1ccc(S(=O)(=O)N2CCOCC2)cc1	nt	2	1	16	16	nt	1
17	CC(C)[C@H]1COCCS(=O)(=O)N1Cc1cccc(Cl)c1	nt	1	-5	3	-5	-1	-4
18	Cc1ccc(S(=O)(=O)N(C)C[C@@H]2OCCCC[C@@H](C)Oc3ccc(NC(=O)Nc4ccc(C(F)(F)F)cc4)cc3C(=O)N([C@H](C)CO)C[C@@H]2C)cc1	nt	-8	9	nt	2	-2	6[16.7 µM]
19	C[C@@H]1CN([C@@H](C)CO)C(=O)c2cc(NC(=O)Nc3cccc4ccccc34)ccc2O[C@H]1CN(C)Cc1ccc(-c2ccccc2)cc1	-1	49	-2	8	-2	0	11[16.7 µM]
20	C[C@H]1CCCCO[C@@H](CN(C)C(=O)c2ccncc2)[C@@H](C)CN([C@@H](C)CO)C(=O)c2cc(NS(=O)(=O)c3cn(C)cn3)ccc2O1	-1	0	-4	nt	-16	-6	-1[16.7 µM]
21	C[C@@H]1CN([C@@H](C)CO)C(=O)c2cc(NS(C)(=O)=O)ccc2O[C@@H]1CN(C)Cc1ccc2c(c1)OCO2	-1	-1	-3	6	-3	-2	8[16.7 µM]
22	CC(=O)Nc1ccc(NC(=O)C2CCN(S(C)(=O)=O)CC2)cc1	-2	1	-8	-5	nt	-7	-5
23	CCOC(=O)C1=C(N)Oc2c(oc(CO)cc2=O)C1c1c(F)cccc1Cl (stereo not drawn)	nt	-3	-7	nt	0	nt	1
24	C[C@H](CO)N1C[C@H](C)[C@H](CN(C)Cc2ccncc2)Oc2ccc(NC(=O)c3ccncc3)cc2C1=O	10	48	1	-33	-2	2	27[16.7 µM]
25	CN(C)CCN1C(=O)C(O)=C(C(=O)c2cc3ccccc3o2)C1c1ccc(N(C)C)cc1 (stereo not drawn)	nt	-2	21	4	-4	-1	0
26	COc1ccc(NC(=O)NCc2ccc3c(c2)OCO3)c(OC)c1	2	-2	-1	12	-6	2	2
27	COc1ccc(-n2ncc3c(N4CCC(C(N)=O)CC4)ncnc32)cc1	3	nt	16	-11	-15	5	26
28	N#CCc1cccnc1Sc1ccc(Cl)cc1	-3	nt	nt	nt	3	-1	nt
29	O=C(C[C@@H]1CC[C@@H](NC(=O)Nc2ccccc2F)[C@H](CO)O1)NCc1ccccc1	3	-10	3	2	-9	-3	nt
30	O=C(N/C(=C\c1cccc([N+](=O)[O-])c1)C(=O)N1CCOCC1)c1ccco1	1	3	-5	11	nt	1	-2

Entries of single compounds as entered above:
CN(C)S(=O)(=O)c1ccc(C(=O)N2CCCC2c2nc3ccccc3s2)cc1 (stereo not drawn) is entered as SIRT5 block = nt; Cneo AK release = -7; esBAF inh = -3; Statin myotox sup = 0; ARNT-TACC3 inh = 0; ERp5 block = nt; miR-122 sensor = nt
C[C@H]1CN([C@@H](C)CO)C(=O)c2cccc(NC(=O)c3nc4ccccc4s3)c2O[C@@H]1CN(C)Cc1ccc(Oc2ccccc2)cc1 is entered as SIRT5 block = 4; Cneo AK release = 2; esBAF inh = 2; Statin myotox sup = 10; ARNT-TACC3 inh = nt; ERp5 block = 3; miR-122 sensor = 11[16.7 µM]
C=CCn1c(C(C)NC(=O)c2ccc(C)cc2)n[nH]c1=S (stereo not drawn) is entered as SIRT5 block = -2; Cneo AK release = -1; esBAF inh = nt; Statin myotox sup = nt; ARNT-TACC3 inh = -2; ERp5 block = -1; miR-122 sensor = -4

Some entries already given with just esBAF inh and ARNT-TACC3 inh.
item	Molecule	esBAF inh	ARNT-TACC3 inh
21	C[C@@H]1CN([C@@H](C)CO)C(=O)c2cc(NS(C)(=O)=O)ccc2O[C@@H]1CN(C)Cc1ccc2c(c1)OCO2	-3	-3
22	CC(=O)Nc1ccc(NC(=O)C2CCN(S(C)(=O)=O)CC2)cc1	-8	nt

Further entries
item	compound	SIRT5 block	Cneo AK release	esBAF inh	Statin myotox sup	ARNT-TACC3 inh	ERp5 block	miR-122 sensor
31	COc1ccccc1CNS(=O)(=O)c1cc(C(=O)N(C)Cc2cccnc2)c(Cl)cc1Cl	2	0	16	1	nt	-2	9
32	Cc1ccccc1Nc1nc(N)nc(CN2CCN(Cc3ccc4c(c3)OCO4)CC2)n1	-1	nt	nt	nt	13	3	nt
33	COc1ccc(Cl)c2sc(N3CCN(C(=O)c4ccco4)CC3)nc12	1	nt	-9	10	-8	7	7
34	CO[C@@H]1CN(C)C(=O)c2cc(NC(C)=O)ccc2OC[C@@H](C)N(C(=O)c2ccccc2)C[C@@H]1C	1	4	-2	13	-2	3	1[16.7 µM]
35	Cc1ccsc1/C=N/n1c(-c2cc(-c3ccccc3)n[nH]2)n[nH]c1=S	-1	nt	nt	nt	-6	5	nt
36	CCCN(CCC)CCCNC(=O)c1nn(-c2cccc(OC)c2)c(=O)c2ccccc12	0	nt	nt	nt	0	-4	nt
37	O=C(C[C@H]1CC[C@H]2[C@@H](COC[C@@H](O)CN2C(=O)c2cccnc2)O1)NC1Cc2ccccc2C1	1	0	-2	-4	-4	7	7[16.7 µM]
38	CCOc1ccc2ccccc2c1CNCCCN1CCOCC1	-3	2	-3	9	nt	-3	-3
39	CC[C@H](C)/C=C(C)/C=C/c1cc2c(cn1)C(=O)[C@@](C)(OC(C)=O)C(O)=C2Cl	4	-2	10	12	nt	-2	0
40	Cc1cccnc1NS(=O)(=O)c1cccc([N+](=O)[O-])c1	2	1	nt	nt	-3	5	3
41	COc1cc(NC(=O)CCC(=O)Nc2ccc3nc(N4CCOCC4)cc(C)c3c2)cc(OC)c1OC	-5	2	28	-1	-3	-10	1
42	CC(C)[C@H]1COCCS(=O)(=O)N1Cc1ccccc1-c1cccc(Cl)c1	5	-1	-9	-2	1	-2	-3
43	O=C(C1=C[C@H](c2ccc(C(F)(F)F)cc2)C[C@H](OCc2ccc(CO)cc2)O1)N1CCN(Cc2ccccc2)CC1	7	-3&-1	-6	16	-6&-1	-4&0	5
44	C/C(=N\NC(=S)NCc1ccccc1)c1cccc(Br)c1	-2	nt	nt	nt	0	-3	nt
45	CC(C)CCC(O)(CCC(C)C)C(=O)NNc1ccccc1	nt	-2	-4	-2	-9	nt	23
46	O=C(C[C@H]1C[C@H]2c3cc(NC(=O)C4CCOCC4)ccc3O[C@H]2[C@@H](CO)O1)NCCc1ccccc1	8	-2	-7	-1	-5	1	6[16.7 µM]
47	COc1ccc(NC(C)C(=O)N/N=C/c2c(O)ccc3ccccc23)cc1 (stereo not drawn)	-5	-3	-16	17	1	5	-3
48	O=C(Nc1nnc(S(=O)(=O)N2CCOCC2)s1)c1ccccc1Br	3	-2	0	-3	5	13	nt
49	O=C(NCc1ccc(Cl)cc1)C1CCCN(c2ncnc3c2nc2n3CCCCC2)C1 (stereo not drawn)	0	0	-1	-13	-4	2	7
50	O=S(=O)(c1ccccc1)N(CC(O)CN1CCCCC1)c1ccccc1 (stereo not drawn)	nt	2	-3	152*	-16	nt	-4
51	O=C(NC1=NCCS1)C1CCN(S(=O)(=O)c2cc([N+](=O)[O-])ccc2Cl)CC1	-4	4	-4	-2	-14	-3	1
52	CCOc1ccc(CNC(=O)c2cccc(NC(=O)C3=C(C)OCCS3)c2)cc1	-3	0	4	13	18	3	3
53	O=C(Nc1ccc2c(c1)OCO2)C(c1ccc(Cl)cc1)N1CCN(C(=O)c2ccco2)CC1 (stereo not drawn)	nt	3	nt	nt	7	nt	-1
54	O=C(Nc1nnc(C2CC2)s1)c1cc(S(=O)(=O)N2CCN(c3ccccc3)CC2)ccc1Cl	nt	1	1	-1	0	nt	11
55	CCCCSC1=C(C#N)C(c2ccccc2C)CC(=O)N1 (stereo not drawn)	2	-1	-5	-16	nt	-3	2
56	O=C(Cc1cccs1)N(CC1CCCO1)C1(C(=O)NC2CCCCC2)CCCCC1 (stereo not drawn)	-2	nt	nt	nt	-2	-10	nt
57	CC(C)NC(=O)CSc1ccccc1C(=O)N1CCN(S(=O)(=O)/C=C/c2ccccc2)CC1	-1	4	-4	3	0	15	-4
58	C[C@@H]1CCCCO[C@H](CN(C)C(=O)Nc2cccc3ccccc23)[C@H](C)CN([C@H](C)CO)C(=O)c2cc(NS(=O)(=O)c3cn(C)cn3)ccc2O1	nt	-14	-1	nt	10	nt	-7[16.7 µM]
59	CCC(C)(C(=O)NC1CCCCC1)N(C(=O)c1cnccn1)c1c(C)n(C)n(-c2ccccc2)c1=O (stereo not drawn)	nt	-1	6	0	0	nt	-5
60	O=C(CCN1CCCCC1)N[C@H]1CC[C@@H](CCNS(=O)(=O)c2ccc(F)cc2)O[C@H]1CO	-1	3	-5	-5	-10	-3	nt

The final 2 compounds of the section above come first, to join the parts:
item	compound	SIRT5 block	Cneo AK release	esBAF inh	Statin myotox sup	ARNT-TACC3 inh	ERp5 block	miR-122 sensor
59	CCC(C)(C(=O)NC1CCCCC1)N(C(=O)c1cnccn1)c1c(C)n(C)n(-c2ccccc2)c1=O (stereo not drawn)	nt	-1	6	0	0	nt	-5
60	O=C(CCN1CCCCC1)N[C@H]1CC[C@@H](CCNS(=O)(=O)c2ccc(F)cc2)O[C@H]1CO	-1	3	-5	-5	-10	-3	nt
61	Cc1cc(NC(=O)CN2CCCC(C)C2)no1 (stereo not drawn)	-1	nt	-7	5	-8	-1	8
62	CCSC1=NC(C)(C)C=C(/C=C/c2ccc(Cl)cc2Cl)N1	nt	6	10	nt	45*	nt	3
63	COc1ccc(N2CSC3=C(C#N)C(c4cc(OC)ccc4OC)CC(=O)N3C2)c(OC)c1 (stereo not drawn)	nt	-3	8	-8	10	nt	4
64	CC(/C=N/NC(=O)c1ccccn1)=C\c1ccco1	1	16	nt	nt	nt	-8	-3

Source: PubChem BioAssay (Broad Institute)
